15-hLO-2 inh: qHTS Assay for Inhibitors of 15-hLO-2 (15-human lipoxygenase 2); Polyunsaturated fatty acid lipoxygenase ALOX15B (Homo sapiens), O15296; purified 15hLO-2, xylenol orange hydroperoxide absorbance; Potency, µM (series often up to 57.1 µM), without a hit: top-dose activity change, negative = inhibition, most hits filed as inhibitors; 0.56% of 110,000 active; AID 881, 2007; also: potency is read from the fitted curve at half-maximal effect; nearly all actives have a fitted effect of over 60% in size; many of its hits are not listed in these tables
Target sequence (O15296 whole entry, looked up): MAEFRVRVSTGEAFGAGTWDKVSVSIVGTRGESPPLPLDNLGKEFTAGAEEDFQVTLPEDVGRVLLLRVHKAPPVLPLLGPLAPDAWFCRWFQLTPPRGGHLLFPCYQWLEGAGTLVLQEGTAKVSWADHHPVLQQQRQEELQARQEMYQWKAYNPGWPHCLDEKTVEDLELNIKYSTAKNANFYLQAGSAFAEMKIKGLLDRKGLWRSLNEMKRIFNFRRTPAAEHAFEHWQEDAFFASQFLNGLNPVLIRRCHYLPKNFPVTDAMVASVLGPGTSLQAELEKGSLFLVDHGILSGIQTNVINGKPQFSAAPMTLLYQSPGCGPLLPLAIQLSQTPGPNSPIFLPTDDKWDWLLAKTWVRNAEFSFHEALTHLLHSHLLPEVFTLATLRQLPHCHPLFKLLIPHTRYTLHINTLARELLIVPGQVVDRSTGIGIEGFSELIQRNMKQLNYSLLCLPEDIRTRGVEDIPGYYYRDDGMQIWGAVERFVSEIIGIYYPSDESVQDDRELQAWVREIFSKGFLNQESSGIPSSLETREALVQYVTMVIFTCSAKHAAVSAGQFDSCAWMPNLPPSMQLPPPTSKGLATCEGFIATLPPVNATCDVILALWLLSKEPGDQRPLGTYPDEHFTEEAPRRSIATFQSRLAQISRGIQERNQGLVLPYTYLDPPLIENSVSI
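Purified human 15hLO-2 (50 nM final) preincubated with compounds 15 min at room temperature in 25 mM Hepes pH 7.5, 0.01% Triton X-100, then 45 uM arachidonic acid added for 90 min; hydroperoxide detected via ferrous/xylenol orange, 573/405 nm absorbance ratio.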
PNC assembly inh: High Content Assay for Compounds that inhibit the Assembly of the Perinucleolar Compartment | PC3M PTB-GFP, PNC prevalence imaging, 16 h; hits give low values | activity change (PNC), negative = inhibition, % at 10 µM | AID 2417, 2010 | 3.1% of 140,000 active;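 active = readout at or below -70, meaning at least 70% loss of cells showing the perinucleolar compartment, a nuclear body marking cancer cells; inconclusive = readout between -30 and a set limit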;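 also: plate controls were DMSO wells for no effect and camptothecin positive control wells for full effect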
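PC3M cells stably expressing PTB-GFP, 750–1000 cells/well, treated 16 h at 37 °C with compound (23 nl of library stock), in duplicate. After paraformaldehyde fixation and Hoechst stain, imaged at 20x; PNC prevalence scored by image analysis.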
ALOX12 inhib: qHTS Assay for Inhibitors of 12-hLO (12-human lipoxygenase); Polyunsaturated fatty acid lipoxygenase ALOX12 (Homo sapiens), P18054; purified 12-hLO, xylenol orange hydroperoxide absorbance; Potency, µM (doses to about 57.1 µM), inactives show top-dose activity change, negative = inhibition, usual class: inhibitors; 0.12% of 150,000 active; AID 1452, 2008; also: potency is read from the fitted curve at half-maximal effect; nearly all actives have a fitted effect of over 55% in size; many of its hits are not listed in these tables
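Xylenol orange chromogenic assay: hydroperoxide from 12hLO oxidises Fe(II), giving red-shifted Fe(III)-XO absorbance. Conditions: 150 nM enzyme, 40 uM arachidonic acid, 25 mM Hepes pH 7.0, 0.01% Triton X-100, 30 min, room temperature.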
IMPase cell inh: qHTS Assay for Identifying the Cell-Membrane Permeable IMPase Inhibitors | Inositol monophosphatase 1 (Rattus norvegicus), P97697 | CHO-M1 cells, IP1 accumulation, HTRF TR-FRET ratio | inhibition (IP1 accumulation), % at 46.1 µM | 120,000 tested, under 10 active | AID 901, 2007; active = well fitted curve in the direction sought with a large enough effect in the signal ratio, not every such curve was filed as active; inconclusive = small, poorly fitted or top-dose-only effect, or a change in a side signal; inactive = no such curve, though single readings can be large or run the other way; the % refers to the signal ratio;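 also: cells stimulated with carbachol in lithium chloride buffer; plate controls were DMSO basal wells for no effect and reference inhibitor wells for full effect; higher means more IMPase inhibition seen as more IP1 and lower FRET ratio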
Target sequence (P97697 whole entry, looked up): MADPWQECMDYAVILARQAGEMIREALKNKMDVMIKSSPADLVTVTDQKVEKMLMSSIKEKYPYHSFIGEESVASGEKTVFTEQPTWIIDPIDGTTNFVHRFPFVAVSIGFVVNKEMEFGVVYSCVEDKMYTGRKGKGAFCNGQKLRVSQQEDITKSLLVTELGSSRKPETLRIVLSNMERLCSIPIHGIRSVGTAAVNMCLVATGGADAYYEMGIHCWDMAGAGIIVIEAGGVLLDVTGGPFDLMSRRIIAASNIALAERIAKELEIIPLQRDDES
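Cellular IMPase inhibition is scored as a rise in cytosolic IP1, detected by competitive TR-FRET between d2-labelled IP1 and a europium anti-IP1 antibody. M1-expressing CHO cells were stimulated with carbachol for 30 min at 37C, with lithium (50 mM LiCl) present in the buffer.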
* = called active by the depositor; ? = inconclusive; . = no result given; [ ] = another dose, or the depositor's remark. Unless noted, calls follow the shape of the dose curve; as a rule, active = well fitted curve in the direction sought with a large enough effect; inconclusive = small, poorly fitted or top-dose-only effect, or another doubt; inactive = no such curve, though single readings can be large; an effect the other way counts as inactive or inconclusive. Unless noted, % is scaled to controls: 0 for no effect and ±100 for the full control effect. These rows are one share of the data. The share of hits here may be higher or lower than overall.

15-hLO-2 inh | PNC assembly inh | ALOX12 inhib | IMPase cell inh | mol
-4% | -29 | -7% | -8 | CCOc1ccc2nc(NCCCNS(=O)(=O)c3ccccc3)c(C#N)cc2c1
. | -11 | -1% | . | Cc1cccc(-n2c(SCC(=O)Nc3cccc(S(=O)(=O)NC4=NCCCCC4)c3)nc3ccccc3c2=O)c1C
1% | ? | -1% | -10 | O=S(=O)(Cc1nc2ccccc2s1)c1ccccc1
-16% | -3 | -3% | 0 | Cc1cc(C(=O)CN2C(=O)NC3(CCCc4ccccc43)C2=O)c(C)n1Cc1cccs1 (stereo not given)
. | -100* | 0% | 13 | CCC(NC(=O)C1CCC1)c1ccccc1 (stereo not given)
-4% | ? | 1% | 3 | Cc1ccc(NS(=O)(=O)c2ccc(CCC(=O)NC3CC3)cc2)cc1
-1% | ? | -5% | 4 | CC(=O)/C(CN1CCCCC1)=N\O
. | -25 | 0% | -4 | O=C(NC1CCCCC1)c1ccc(CS(=O)(=O)Cc2ccccc2F)o1
2% | 19 | 4% | -5 | CC(Sc1nc(-c2ccccc2)cc(=O)[nH]1)C(=O)O (stereo not given)
-2%[11.4 µM] | . | -8%[11.4 µM] | . | CC(=O)CSCc1ccccn1
. | -9 | -4% | -5 | CCCN(CCC)S(=O)(=O)c1ccc(NC(=O)C2CCCO2)cc1 (stereo not given)
4% | 7 | -6% | 13 | CCCN1CCN(C(=O)CCCn2c(C)c3cnn(-c4ccccc4)c(=O)c3c2C)CC1
1% | 39 | -10% | 2 | CC(=O)NCCc1cc2ccc(C)cc2[nH]c1=O
-16% | 27 | -5% | 0 | Cc1ccc2nsnc2c1S(=O)(=O)N(CCO)Cc1cc2cc3c(cc2[nH]c1=O)OCCO3
-1% | -27 | -1% | -1 | Cc1occc1C(=O)Nc1ccccc1C(=O)O
6% | ? | 3% | ? | CCC(CC)C(=O)Nc1cccc(C(=O)N2CCCC2)c1
. | ? | -21% | 14 | O=C1C(=Cc2ccc(Br)o2)C(=O)c2ccccc21
. | -7 | -9% | 0[0.0738 µM] | CCN(CC)c1ccc(C=Nc2ccccc2)c(O)c1
6%[25.6 µM] | . | -1%[25.6 µM] | -3[20.6 µM] | CCOC(=O)C1=C(C)NC(C)=C(C(=O)OC)[C@@H]1c1cccc([N+](=O)[O-])c1
. | 14 | -21% | -1 | COc1ccc(C2=NN(C(C#N)c3ccc(OC)cc3)C(c3ccccc3)C2)cc1 (stereo not given)
-8% | ? | -6% | 2 | Cn1c(-c2cc(Br)ccc2O)n[nH]c1=S
8% | -3 | -1% | 14 | CCCc1nn(-c2cc(Cl)ccc2OC)c2c1C(=O)CC(C)(C)C2
-2% | 33 | -15% | -2 | Cc1occc1C(=O)Nc1ccc(Br)cc1F
-2% | -1 | 2% | 6 | CCCCn1c(=O)n(CC(=O)NCc2ccc(C)cc2)c(=O)c2c1nc(CO)n2CCC
1% | -24 | -6% | 9 | O=C(c1ccccc1Oc1ccccc1)N1CCN(c2ccccc2F)CC1
. | -24 | 5% | -6 | C/C(=N\N=C(N)N)c1cccc([N+](=O)[O-])c1
34%[activator] | 3 | -7% | -19 | CCOc1ccc(/C(O)=C2/C(=O)C(=O)N(CC3CCCO3)C2c2ccc(C)o2)cc1 (stereo not given)
-4% | -18 | 2% | 0 | COc1cc(C(=O)N(Cc2ccc(N(C)C)cc2)C2CCS(=O)(=O)C2)cc(OC)c1OC (stereo not given)
. | ? | 5% | . | O=C(CN1C(=O)S/C(=C\c2ccccc2)C1=O)NNC(=O)c1ccccc1O
10% | ? | 2% | 10 | CCN(CC)CCNc1nc2c(c(=O)n(C)c(=O)n2C)n1C/C=C(/C)Cl
-14%[11.4 µM] | . | -16%[11.4 µM] | . | Cc1ccc(-[n+]2cc(=O)o[nH]2)cc1
. | ? | -1% | -13 | Cc1nc(SCC(=O)NCC(F)(F)F)c2c(-c3cccs3)csc2n1
-21% | 72 | 3% | -2 | CCCNC1=C(C)C(=O)CC1
. | 24 | 3% | . | O=C(/C=C/c1ccc(F)cc1)NCCCN1CCN(CCCNC(=O)/C=C/c2ccc(F)cc2)CC1
-1% | -15 | -4% | -5 | CCOC(=O)c1ccc(N2C(=O)CC(N3CCN(C(=O)c4ccco4)CC3)C2=O)cc1 (stereo not given)
-4% | -2 | -8% | -2 | Cc1ccc(-c2nnc(SCC(=O)N3CCCC3)o2)cc1
16% | 5 | 0% | -9 | COc1ccccc1CNC(=O)CCC(=O)Nc1nnc(C)s1
4% | 0 | -5% | -5 | CC/C(=N\NC(=O)c1ccc(-c2ccccc2)cc1)C12CC3CC(CC(C3)C1)C2
. | 49 | 5% | . | C[N+]1(CC#CC(O)(c2ccccc2)c2ccccc2)CCCC1
. | ? | -3% | . | CCN(CC)C1=CC(=[N+]2CCCC2)CC(C)(C)C1
10% | -23 | 0% | ? | O=S(=O)(Nc1ccccc1F)c1ccc2nsnc2c1
. | 39 | -11% | 11 | Cc1ccc(-n2c(C)cc(C(=S)N3CCOCC3)c2C)cc1C
0% | ? | -3% | -2 | CCOc1ccc(N(CC(=O)Nc2ccccc2C(=O)NCc2ccco2)S(C)(=O)=O)cc1
2% | . | -4% | . | COc1ncc2nc(-c3ccc(F)cc3)c(=O)n(CCC#N)c2n1
1% | -3 | 4% | 9 | O=C(Cn1c(=O)c2c(ncn2Cc2ccccc2)n(Cc2ccccc2)c1=O)N1CCCC1
3% | -21 | -1% | 10 | Cc1ccccc1C(=O)NC1CCN(Cc2nnnn2Cc2ccccc2)CC1
1% | 41 | 2% | 9 | O=C(NCC(c1cccnc1)N1CCN(c2ccc(F)cc2)CC1)C1CCCCC1 (stereo not given)
0% | 56 | 5% | 4 | Cc1ccc(-n2c(Cc3cccs3)nnc2SCC(N)=O)cc1
-7% | 19 | 10% | 7 | CCC(=O)Nc1cc(-c2nn(C)c(=O)c3ccccc23)ccc1N1CCOCC1
. | -12 | -11% | 5 | Cc1cnn(C(=S)NCc2ccc(Cl)cc2)c1

An excerpt from above in order of heavy-atom count, smallest number first.
15-hLO-2 inh | PNC assembly inh | ALOX12 inhib | IMPase cell inh | mol
. | 39 | -11% | 11 | Cc1ccc(-n2c(C)cc(C(=S)N3CCOCC3)c2C)cc1C
2% | . | -4% | . | COc1ncc2nc(-c3ccc(F)cc3)c(=O)n(CCC#N)c2n1
-1% | -15 | -4% | -5 | CCOC(=O)c1ccc(N2C(=O)CC(N3CCN(C(=O)c4ccco4)CC3)C2=O)cc1 (stereo not given)

Next part
15-hLO-2 inh | PNC assembly inh | ALOX12 inhib | IMPase cell inh | mol
-2%[0.0915 µM] | . | -3%[0.00818 µM] | . | C[C@@H]1CC=C[C@@H]2[C@H]1C(=O)N(Cc1ccccc1)[C@H]2c1ccccc1Br
. | 21 | -3% | . | COc1ccc(C(=O)Nc2sc3c(c2C(=O)O)CC(C)(C)OC3)cc1
-9% | 61 | 0% | 7 | Cc1ccc(SCc2ccc(C(=O)Nc3cccc([N+](=O)[O-])c3)cc2)cc1
-5% | -17 | -10% | 11 | COc1cccc(-n2c(SCC(=O)NCc3ccco3)nnc2-c2c[nH]c3ccccc23)c1
-4% | ? | 5% | ? | O=C(O)CSc1ccc2ccccc2n1
-3% | . | -1% | . | O=C(c1ccco1)N1CCC2(CC1)CCN(c1ccc(-c3ccccc3)cc1)CC2
-2% | -26 | 0% | 4 | CC1(C)NC(=O)N(CCCCSc2ccc(Cl)cc2)C1=O
4% | ? | -9% | 6 | O=C(COC(=O)C1COc2ccccc2O1)Nc1ccc2c(c1)CCC2 (stereo not given)
-5% | 21 | 0% | 2 | CCC(C)Nc1nc(OC)nc(N(C)C#N)n1 (stereo not given)
0% | 34 | 2% | -6 | O=C(CCCNS(=O)(=O)c1cccc2nsnc12)NCc1ccc(F)cc1
2% | 17 | 1% | 11 | COC(=O)[C@@H]1C2CCC(C(=O)Nc3ccccc3)(CC2)[C@@H]1C(=O)OC
-7% | ? | 1% | 6 | Cc1cccc(C)c1OCC(=O)OCC(=O)c1ccc2c(c1)NC(=O)CO2
17% | ? | -5% | 18 | CC(CN1CCCCC1)OC(=O)C(C)(c1ccccc1)c1ccccc1 (stereo not given)
6%[11.4 µM] | 0 | 1% | 0[1.84 µM] | CCCCn1c(CN2CCN(CCO)CC2)nc2ccccc21
7% | 22 | 5% | 4 | Cc1ccc(CN2CCN(c3ncccn3)CC2)o1
. | 36 | 0% | . | CCOC(=O)c1c(NC(=O)Cn2nc(C(F)(F)F)cc2C)sc2c1CCC2
-9% | ? | 4% | 8 | CCCSc1nc2c(c(=O)n1-c1ccc(OCC)cc1)SCC2
1% | 18 | 12% | 2 | Cc1nc(SCC(=O)NC2CCCC2)[nH]c(=O)c1Cc1ccccc1
-6% | -83* | -6% | 7 | COc1ccc(OC)c(NS(=O)(=O)c2ccc(N3CCCC3=O)cc2)c1
. | -18 | -1% | . | CC(CCc1ccccc1)NC(=O)COC(=O)C1CCC(C(C)(C)C)CC1 (stereo not given)
0% | -1 | -1% | -3 | COc1ccc(CCNC(=O)CCCN2C(=O)c3ccccc3C2=O)cc1OC
6% | ? | -11% | 5 | O=C(CSc1ncn[nH]1)c1ccc2c(c1)OCO2
-12% | -1 | -2% | 8 | O=C1N=C(N2CCC(Cc3ccccc3)CC2)S/C1=C/c1cn[nH]c1-c1ccccc1
. | 14 | -1% | 6 | Nc1ccccc1N1CCN(C(=O)c2ccccc2)CC1
. | 19 | 9% | . | Cc1cccc(NC(=O)CCCSc2nc3ccccc3[nH]2)c1
? | -83* | 0% | 7 | CCOC(=O)C(C(=O)OCC)c1cc(Br)c2noc3c2c1C(=O)c1ccccc1-3
-4% | 3 | -8% | 1 | CCOc1ccccc1CN1CCC(O)CC1
. | ? | 1% | . | C(=N\NC(=Nc1ccccc1)c1ccccn1)/c1ccccn1
0% | -1 | -10% | ? | N/C(Cc1ccc(Cl)cc1)=N\OC(=O)c1cccc2ccccc12

Compounds above with two or more sulfur atoms:
15-hLO-2 inh | PNC assembly inh | ALOX12 inhib | IMPase cell inh | mol
. | -11 | -1% | . | Cc1cccc(-n2c(SCC(=O)Nc3cccc(S(=O)(=O)NC4=NCCCCC4)c3)nc3ccccc3c2=O)c1C
1% | ? | -1% | -10 | O=S(=O)(Cc1nc2ccccc2s1)c1ccccc1
-16% | 27 | -5% | 0 | Cc1ccc2nsnc2c1S(=O)(=O)N(CCO)Cc1cc2cc3c(cc2[nH]c1=O)OCCO3
. | ? | -1% | -13 | Cc1nc(SCC(=O)NCC(F)(F)F)c2c(-c3cccs3)csc2n1
10% | -23 | 0% | ? | O=S(=O)(Nc1ccccc1F)c1ccc2nsnc2c1
0% | 56 | 5% | 4 | Cc1ccc(-n2c(Cc3cccs3)nnc2SCC(N)=O)cc1
0% | 34 | 2% | -6 | O=C(CCCNS(=O)(=O)c1cccc2nsnc12)NCc1ccc(F)cc1
-9% | ? | 4% | 8 | CCCSc1nc2c(c(=O)n1-c1ccc(OCC)cc1)SCC2

Individual results from the list:
N/C(Cc1ccc(Cl)cc1)=N\OC(=O)c1cccc2ccccc12 @ 15-hLO-2 inh: 0%
C(=N\NC(=Nc1ccccc1)c1ccccn1)/c1ccccn1 @ ALOX12 inhib: 1%
